# Bioassay records: PubChem, several laboratories
# cardiac RTF act = cardiac RTF calcium sensitization; IANBD-labeled TnC RTF fluorescence at EC20 calcium; 0% EC20 calcium, 100% full calcium; activation, % at 7.2 µM; 340,000 compounds, 0.24% hits;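 active = activation above the mean over all tested compounds plus 3 SD, cut at about 30% in these data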;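 note: rise in fluorescence read as greater calcium sensitivity of cardiac thin filaments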
# MOR-DOR ag = OPRM1-OPRD1 heterodimerization agonism; P35372+P41143; cells, luminescence; activation, % at 9.3 µM; 340,000 compounds, 0.3% hits; AID 504326; in the data active = activation above about 18%;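 note: 0% = vehicle-treated cells and 100% = reference agonist; values of inactives mirror those of a sister screen read the other way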
# Pemphigus Ab inh = human desmoglein-3 autoantibody binding inhibition. P32926. DSG3-coupled beads, scFv-anti-DSG3-GFP binding, flow cytometry; stronger effect = lower value. binding (percent of control), % at 10 µM. 310,000 compounds, 0.48% hits. AID 588358;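 active = binding more than 3 SD below its plate's average and above zero; inconclusive = below that plate limit but binding exactly zero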;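 note: hits lower antibody fragment binding to DSG3; some compounds called inactive have numbers as strong as hits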
# C-LANA FP = inhibitors of KSHV LANA C-terminal domain DNA binding | MBP-C-LANA/FAM-LBS DNA binding, fluorescence polarization | inhibition, % at 9 µM | 340,000 compounds, 0.078% hits | AID 504423;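 active = highest replicate inhibition at or above 60% at 9 µM, even if other replicates fall short; inactive = all replicates below 60% inhibition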;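 note: 0% = neutral control wells and 100% = 4 µM acridine orange control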
# Arr AP2 block = inhibitors of human beta-arrestin and AP2 interaction. AID 504490. inhibition, % at 10 µM. FITC-arrestin peptide / GST-AP2 beads, flow cytometry; AP2 beta2 appendage carries R879A mutation. 340,000 compounds, 0.31% hits;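 active = inhibition above a set limit, near 3 SD of compounds lacking own fluorescence, cut at about 54% in these data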;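 note: plate controls were DMSO wells for no effect and 5 µM unlabelled arrestin peptide for full effect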
#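 System: GST-AP2 R879A glutathione beads; medium: PBS, Tween 20 0.05%, BSA 0.1%; reagent: fluorescein-tagged arrestin peptide at 50 nM final; schedule: pre-incubation 12 min, peptide binding 1 h, room temperature; detection: flow cytometry, FL1 (488/535 nm); read-out: inhibition as reduced fluorescein signal on beads, percent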
# Keap1 Nrf2 FP = inhibitors of human Keap1-Nrf2 protein-protein interaction; inhibition, % at 9.4 µM; Keap1 Kelch-Nrf2 peptide fluorescence polarization, 1536-well; 340,000 compounds, 0.15% hits; in the data active = inhibition above about 12%; inconclusive = no clear call, values can overlap the other calls; inactive = below about 7.3%;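 note: human Keap1 Kelch domain with fluorescein labeled Nrf2 9mer peptide probe; 0% = neutral control wells and 100% = peptide positive control; higher means more block of Keap1 binding to Nrf2 peptide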
# Target sequence (Q14145 whole entry, looked up, the tested form may be a part): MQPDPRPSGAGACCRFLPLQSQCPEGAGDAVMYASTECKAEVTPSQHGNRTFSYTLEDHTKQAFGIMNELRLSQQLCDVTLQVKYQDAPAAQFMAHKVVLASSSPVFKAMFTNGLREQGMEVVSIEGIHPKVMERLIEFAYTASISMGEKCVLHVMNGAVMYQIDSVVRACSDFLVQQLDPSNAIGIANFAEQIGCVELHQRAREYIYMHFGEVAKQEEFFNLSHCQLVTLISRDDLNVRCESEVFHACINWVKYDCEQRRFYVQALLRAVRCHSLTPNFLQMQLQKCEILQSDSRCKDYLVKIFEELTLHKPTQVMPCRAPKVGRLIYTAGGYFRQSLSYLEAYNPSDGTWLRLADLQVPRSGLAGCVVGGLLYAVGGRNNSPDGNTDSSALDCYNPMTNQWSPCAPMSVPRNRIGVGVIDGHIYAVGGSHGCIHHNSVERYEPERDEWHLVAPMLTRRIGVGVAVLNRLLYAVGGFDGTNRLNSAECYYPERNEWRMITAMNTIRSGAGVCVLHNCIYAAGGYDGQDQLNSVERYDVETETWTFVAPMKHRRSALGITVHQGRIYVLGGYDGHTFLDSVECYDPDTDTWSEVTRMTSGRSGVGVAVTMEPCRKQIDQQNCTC
# Wnt act = activators of Wnt/beta-catenin signaling; Wnt/beta-catenin reporter cell assay, activator, plate reader; activation, % at 9.35 µM; AID 743398; 300,000 compounds, 1.2% hits; in the data active = activation above about 30%, passing the limit was not always enough; inconclusive = no clear call, values can overlap the other calls;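 note: 0% = neutral control wells and 100% = positive control wells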
# OPRM1-OPRD1 inv = inverse agonists of human mu-delta opioid receptor heterodimerization. 340,000 compounds, 0.21% hits. cell-based MOR-DOR heterodimer luminescence, inverse agonism. inhibition, % at 9.3 µM. AID 504357. P35372+P41143; in the data active = inhibition above about 22%, passing the limit was not always enough;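 note: 0% = cells with DMSO and 100% = wells without cells with DMSO; values of inactives mirror those of a sister screen read the other way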
# V-ATPase pH = regulators of yeast V-ATPase proton transport; S. cerevisiae, pHLuorin cytosolic pH fluorescence; response, % at 10 µM; 350,000 compounds, 0.37% hits; AID 504577; in the data active = response mostly above about 7.3%, no sharp cut-off; inactive = mostly below about 5.4%; note: actives read high; inactives centre near 0; some compounds called inactive have numbers as strong as hits; reference of the scale not given here
# RTF Ca sens inh = cardiac RTF calcium desensitization. P19429+P45379. IANBD-labeled cardiac RTF, Ca2+ fluorescence. inhibition, % at 7.15 µM. 340,000 compounds, 0.12% hits;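 active = inhibition above the mean inhibition of all tested compounds plus 3 SD, cut at about 17% in these data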;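 note: assay run at fixed EC70 calcium of 1.6 mM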
# Numbers without * were called inactive; ? = inconclusive; · = no result given.
SMILES,cardiac RTF act,MOR-DOR ag,Pemphigus Ab inh,C-LANA FP,Arr AP2 block,Keap1 Nrf2 FP,Wnt act,OPRM1-OPRD1 inv,V-ATPase pH,RTF Ca sens inh
N#Cc1nc(-c2ccc(F)cc2)oc1NCc1cccc2c1OCO2,2,6.3,100,-0.6,4,-1,-5,-37,0,-6
Cc1ccc2nc3[nH]c(=O)[nH]c(=O)c3c(N)c2c1,-3,-2.7,96,0.4,10,-2,-6,12,-1,-18
COc1cc(N=Nc2ccc3ccccc3c2)ccc1O,-2,-4.1,104,0.3,10,0,?,19,-1,5
Cc1ccc2occ(/C=C/C(=O)c3ccccc3O)c(=O)c2c1,-2,-1.2,·,1.9,4,0,4,5,2,-7
Cc1ccc(C(=O)N/C(=C\c2sccc2C)C(=O)NCc2ccncc2)cc1,-3,-1.1,94,4.0,-4,-1,·,7,0,-10
CCOc1ccc(C(=O)Nc2nnc(C(C)C)s2)cc1OCC,9,-0.8,99,1.9,-9,5,0,5,0,-4
CCN(CC)CCNC(=S)Nc1ccc2nc(N3CCCC3)cc(C)c2c1,0,-0.2,75,-3.9,-9,-4,-2,1,1,-12
COc1ccc(CCNC(=O)CC2SC(N)=NC2=O)cc1OC (centres undefined),4,0.1,103,-0.7,29,3,0,-1,0,-8
CC(=O)NCCC1CCCCN1Cc1nc(Cc2cccc(C(F)(F)F)c2)no1 (centres undefined),5,-2.4,98,1.3,8,-2,-2,13,0,0
CC1=C(C(=O)OCCOC(C)C)C(c2cccc3ccccc23)NC(=O)N1 (centres undefined),1,-3.0,·,0.2,-12,-4,-1,15,-1,-3
CCOCCCNC(=O)C1CC(=O)N(CCc2ccccc2)C1 (centres undefined),-1,-1.3,97,-0.1,0,1,0,7,0,-8
COc1ccc(S(=O)(=O)NCC2CCCN(C(=O)c3sccc3C)C2)cc1 (centres undefined),3,-1.8,97,0.8,16,-1,-1,9,1,0
Cc1cc([N+](=O)[O-])nn1CC(=O)NCc1cccs1,-3,0.2,101,-0.2,3,-4,·,-1,2,-3
CC(C)(C)c1ccc(S(=O)(=O)Nc2ccc3c(c2)COC3=O)cc1,-4,-0.7,103,1.2,46,1,-1,3,1,-2
Cc1ccc(N(CC(=O)NCc2cccs2)S(=O)(=O)c2cccs2)cc1,8,-0.1,110,-0.3,-6,-3,·,1,7,-6
Cc1cc(C)c(C#N)c(N)n1,1,-0.4,98,-0.8,6,-3,3,2,-2,-8
CN(/N=C/C=C/c1ccccc1)c1cc(=O)n(C)c(=O)[nH]1,2,-2.7,109,0.4,-5,1,2,14,0,-4
O=C(Nc1ccc(Cl)cc1)N1CCOCC1,-1,-1.9,111,0.7,3,0,-1,10,2,0
CC(=O)c1sc(NC(=O)C2(F)C(F)(F)C(F)(F)C(F)(F)C(F)(F)C2(F)F)nc1C,-12,0.3,113,1.1,15,0,-6,-2,-2,-2
Cc1cccc(NC(=S)N/N=C/c2ccc3c(c2)OCO3)c1,2,1.5,115,0.3,-1,-4,·,-8,-1,5

# Sorted by count of non-hydrogen atoms (descending): part of the list above.
SMILES,cardiac RTF act,MOR-DOR ag,Pemphigus Ab inh,C-LANA FP,Arr AP2 block,Keap1 Nrf2 FP,Wnt act,OPRM1-OPRD1 inv,V-ATPase pH,RTF Ca sens inh
CC1=C(C(=O)OCCOC(C)C)C(c2cccc3ccccc23)NC(=O)N1 (centres undefined),1,-3.0,·,0.2,-12,-4,-1,15,-1,-3
COc1ccc(CCNC(=O)CC2SC(N)=NC2=O)cc1OC (centres undefined),4,0.1,103,-0.7,29,3,0,-1,0,-8
O=C(Nc1ccc(Cl)cc1)N1CCOCC1,-1,-1.9,111,0.7,3,0,-1,10,2,0

# Continued.
SMILES,cardiac RTF act,MOR-DOR ag,Pemphigus Ab inh,C-LANA FP,Arr AP2 block,Keap1 Nrf2 FP,Wnt act,OPRM1-OPRD1 inv,V-ATPase pH,RTF Ca sens inh
CCN1CCC(C(N)=O)CC1,-2,-2.8,106,0.6,23,-1,·,14,0,0
C=CCC(=O)N1CCCC(CCC(=O)NCc2ccccc2F)C1 (centres undefined),5,-0.9,102,0.1,5,3,-1,5,-2,1
NC(=S)NNC(=O)c1cc(C(F)(F)F)cc(C(F)(F)F)c1,4,-2.3,112,-1.5,-10,-1,4,12,1,-7
CCOC(=O)c1ccc2ncc(C(=O)OCC)c(NCCN(C)C)c2c1,10,-1.2,103,14,-3,14*,-1,7,0,-26
O=C(CCCCCN1C(=O)c2ccccc2C1=O)Nc1nccs1,3,0.8,99,0.2,-2,-7,13,-4,4,-8
CCOc1ccccc1NC(=O)C1CCCN(S(=O)(=O)c2ccc3c(c2)C(C)(C)C(=O)N3C)C1 (centres undefined),-4,-0.2,103,0.3,1,1,-2,1,-3,-6
CS(=O)(=O)Cc1ccc(C(=O)NC2CCN(Cc3ccccc3)C2)cc1 (centres undefined),-7,-0.8,116,-0.9,24,2,-3,4,-3,0
CC(C)CCNC(=O)CSc1nc2ccsc2c(=O)n1NC(=O)c1ccccc1,-4,-1.7,112,-2.5,-1,-6,22,8,3,-4
CC1C(=O)Nc2ccccc2N1C(=O)c1ccc(F)cc1 (centres undefined),-2,-1.7,103,0.6,7,-1,0,8,-4,-1
COC(=O)Cc1cc(=O)n(-c2nc3ccccc3[nH]2)[nH]1,3,-0.6,96,0.7,11,-3,-2,4,1,-7
Cc1c(C(=O)NCC2CCCO2)oc2ccccc12 (centres undefined),0,-2.8,107,1.5,2,-1,0,11,0,2
CC(NC(=O)c1ccccc1NC(=O)CN1CCc2ccccc2C1)c1ccccc1 (centres undefined),-2,-0.4,109,1.9,23,-3,-1,2,2,-15
NC(=O)c1ncn([C@@H]2O[C@H](CNCc3c(OCc4ccccc4F)ccc4ccccc34)[C@@H](O)[C@H]2O)n1,-7,-2.5,98,-1.0,16,0,-1,12,-2,-6
COc1ccc(OC)c(NC(=O)COc2coc(CN3CCc4ccccc43)cc2=O)c1,6,0.6,105,-0.9,-5,2,-5,-4,-3,-11
CCOc1ccc(N(Cc2cc3ccc(C)cc3[nH]c2=O)S(C)(=O)=O)cc1,-4,-0.1,101,2.2,-4,-4,-1,1,8,-9
COc1cccc(C(=O)NCC(=O)OCC(=O)C(C)(C)C)c1,-8,2.2,84,-0.8,-1,-6,0,-14,-2,-8
O=c1c2ccccc2nc(N/N=C/c2ccc(O)cc2)n1O,9,-3.4,106,-0.8,1,-4,·,17,1,-3
CCc1cccc(OCC(=O)N(C)CC(=O)Nc2cccc(F)c2)c1,-2,-1.3,103,-0.2,-11,1,-1,9,0,-15
CCCOc1ccc(-c2cc3onc(-c4ccccc4)c3c(=O)n2C)cc1,-4,2.0,103,1.1,18,4,0,-11,6,12
COc1cc2cc(CN(Cc3nnnn3Cc3ccccc3)CC3CCCO3)c(=O)[nH]c2cc1OC (centres undefined),-2,-0.8,102,0.6,-4,-3,5,5,1,6
CCOc1cccc(C(=O)N/N=C/c2coc3ccccc3c2=O)c1,-1,-2.1,106,-0.7,-4,-6,13,11,3,-5
CN(C)Cc1ccccc1C1(O)c2ccccc2CSc2ccccc21 (centres undefined),-1,3.5,103,2.2,-5,0,·,-17,-3,-9
Cc1ccc(C)c(N2CCN(C(=O)c3cc4ccccn4n3)CC2)c1,103*,-0.7,131,44,-1,16*,·,4,1,-197
CCOC(=O)C(NC(=O)CC)(Nc1sc(C)c(CC)c1C#N)C(F)(F)F (centres undefined),-3,-0.8,·,2.5,32,-2,·,4,-1,-2
O=C(NCCN1CCCCC1)Nc1ccc(Cl)cc1,-4,-3.2,98,1.5,17,3,0,15,2,2
CC1CCN(C(=S)Nc2ccc(SC(F)F)cc2)CC1,-7,2.7,101,-0.1,20,2,?,-18,1,-2
Cn1c(/C=N/NC(=O)c2ccccc2)nc2ccccc21,3,0.2,100,2.2,-5,-1,-1,-1,8,-1
O=C1OCCN1c1ccccc1,-8,-3.2,·,2.4,-11,3,-3,15,-3,2
CC(=O)NCCc1nc2ccccc2n1CCc1ccccc1,2,-0.1,96,3.7,26,-3,-2,1,-1,7
O=C(CCC(=O)OCC(F)(F)C(F)F)Nc1ccccc1F,1,-1.4,100,0.6,8,0,-1,7,-3,-12
O=c1c([N+](=O)[O-])cc(C(F)(F)F)cn1Cc1cccc(Cl)c1,-5,7.5,100,-1.0,14,2,-1,-36,1,-9
CC(=O)OC1COC(N2CCc3ccccc32)C(OC(C)=O)C1OC(C)=O (centres undefined),-4,2.8,104,-2.3,0,-6,-3,-19,-1,-1
O=C(NNC1CC(=O)N(c2ccc(Cl)cc2)C1=O)c1ccccc1Cl (centres undefined),-1,-0.3,108,-1.4,12,-3,0,1,-1,3
C=CC(=O)N(CCC)C(c1ccccc1)c1ccccc1OC (centres undefined),3,0.5,104,-0.1,-5,1,1,-3,2,-14
Clc1cccc(NCc2cn3cccnc3n2)c1,2,0.3,107,2.3,3,-4,3,-2,-4,1
CCn1cc(CCC(=O)O)c(C)n1,4,-1.6,102,0.0,31,-5,-3,9,-1,0
O=C1NN(c2ccc(F)cc2)C(=O)/C1=C/c1cccs1,3,-1.7,99,0.9,36,0,-1,9,-2,-5
COc1ccc(CNC(=O)c2cc(C3CC3)nc3c2cnn3C(C)C)cc1OC,-4,-1.8,101,-0.7,-3,-2,-3,7,0,-4
CCn1c(SCC(=O)Nc2cc(C)on2)nnc1-c1c[nH]c2ccccc12,9,-0.4,98,0.1,1,1,-2,2,2,-4
COC(=O)C1=CO[C@@H](O)C2C(CO)=CCC12 (some centres undefined),0,-5.7,102,-1.4,18,-2,1,33,2,3
CC(=O)Oc1ccc2nc(/C=C/c3ccccc3)oc(=O)c2c1,-4,-3.4,125,0.2,2,-1,2,17,0,3
Cc1cc(C)c(NC(=O)c2ccc(CN3CCc4ccccc4C3)cc2)c(C)c1,-9,-0.2,99,-0.3,-5,0,·,1,-3,0
Cc1ccc(S(=O)(=O)c2cc3c(=O)n4ccccc4nc3n(C)c2=N)cc1C,2,-1.7,96,1.9,3,1,-4,9,1,-1
Cc1oc(-c2ccccc2F)nc1CSCC(=O)NCc1ccc2c(c1)OCO2,-7,-2.9,103,-0.7,8,-2,-1,13,1,1
O=C(O)COc1ccccc1C=NNC(=O)c1ccccc1NS(=O)(=O)c1cccs1,-7,-1.7,90,2.9,-26,-2,-6,9,0,10
O=C(NC1CCCC1)C1CC(=O)N(c2ccccc2)C1 (centres undefined),0,0.1,·,-1.3,8,1,4,-1,1,-9
CCC(C)(C)NC(=O)CC(c1ccc(OC)cc1)n1cccc1 (centres undefined),6,-3.9,110,-1.0,10,-1,·,23,1,-6
COc1ccc(CCN(C)C(=O)c2cncc(Br)c2)cc1OC,5,0.6,117,-0.2,5,-5,-2,-5,-1,7

# Entries listed above printed as active in Keap1 Nrf2 FP:
canonical_smiles	MOR-DOR ag	Pemphigus Ab inh	C-LANA FP	Arr AP2 block	Keap1 Nrf2 FP	Wnt act	OPRM1-OPRD1 inv	V-ATPase pH
CCOC(=O)c1ccc2ncc(C(=O)OCC)c(NCCN(C)C)c2c1	-1.2	103	14	-3	14*	-1	7	0
Cc1ccc(C)c(N2CCN(C(=O)c3cc4ccccn4n3)CC2)c1	-0.7	131	44	-1	16*	·	4	1
